Screens from PubChem.
PvdQ inh: blocks Pseudomonas aeruginosa PvdQ acylase activity. purified PvdQ acylase, fluorescence plate reader. inhibition, % at 10 µM. 0.063% of 340,000 active. AID 488965; in the data active = inhibition above about 30%, passing the limit was not always enough;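 note: 0% = vehicle neutral wells and 100% = reference inhibitor wells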
PfHsp90 yeast 2: inhibits growth of yeast expressing Plasmodium falciparum Hsp90. inhibition, % at 9.4 µM. 0.32% of 310,000 active. S. cerevisiae expressing PfHsp90, BacTiter-Glo ATP, 48 h; yeast lacking PDR1 and PDR3 efflux regulators. AID 504621;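 active = every replicate shows inhibition above about 80%, whatever the replicate mean, limit read from the data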;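 note: 0% = DMSO neutral controls and 100% = 20 µM radicicol positive controls; yeast relying on Plasmodium falciparum Hsp90 in place of its own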
CAL PDZ FP-1: blocks peptide binding to the human CAL PDZ domain; Q9HD26; purified CAL PDZ, TMR-peptide fluorescence polarization, 1 h; inhibition, % at 24.9 µM; 0.92% of 300,000 active; AID 602252;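 active = mean inhibition of at least 30% with at least half of replicates also reaching 30%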;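 note: 0% = DMSO neutral control and 100% = excess unlabeled competitor peptide PRC23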
SR-BI HDL uptake: mouse SR-BI HDL lipid transfer inhibition; ldlA[mSR-BI] CHO cells, DiI-HDL uptake fluorescence, 3 h; inhibition, % at 12.5 µM; 0.96% of 320,000 active; AID 488896;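 active = mean replicate inhibition of at least 70% and a set share of replicates each scoring 70 or more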;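 note: 0% = median of neutral control wells and 100% = median of positive control wells; values of inactives mirror those of a sister screen read the other way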
dFosB activator: activators of mouse delta FosB homodimer; AID 493131; 0.99% of 340,000 active; purified delta FosB, TAMRA-CDK5 oligo fluorescence polarization; percent of positive-control signal above neutral wells; P13346; activation, % at 25 µM;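 active = mean activation above about 17%, with every replicate also reaching it, limit read from the data, passing the limit was not always enough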;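 note: fluorescence polarization rise as delta FosB binds a TAMRA Cdk5 AP-1 oligo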
Target sequence (P13346 whole entry, looked up): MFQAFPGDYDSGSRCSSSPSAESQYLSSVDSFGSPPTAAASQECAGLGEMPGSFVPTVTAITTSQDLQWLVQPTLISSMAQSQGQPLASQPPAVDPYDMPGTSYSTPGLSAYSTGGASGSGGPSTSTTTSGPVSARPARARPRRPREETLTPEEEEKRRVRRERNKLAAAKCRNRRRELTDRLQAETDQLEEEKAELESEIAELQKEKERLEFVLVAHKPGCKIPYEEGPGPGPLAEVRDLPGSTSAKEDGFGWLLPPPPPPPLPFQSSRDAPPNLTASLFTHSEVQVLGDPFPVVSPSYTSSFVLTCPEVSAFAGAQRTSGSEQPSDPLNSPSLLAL
Rtt109 HAT inh: blocks Candida albicans Rtt109/Vps75 acetyltransferase activity | Q5AAJ8 | purified Rtt109/Vps75, ThioGlo CoA-SH fluorescence, 4 h | inhibition, % at 34.9 µM | 0.16% of 330,000 active;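 active = inhibition of at least 50% in every replicate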
Target sequence (Q5AAJ8 whole entry, looked up): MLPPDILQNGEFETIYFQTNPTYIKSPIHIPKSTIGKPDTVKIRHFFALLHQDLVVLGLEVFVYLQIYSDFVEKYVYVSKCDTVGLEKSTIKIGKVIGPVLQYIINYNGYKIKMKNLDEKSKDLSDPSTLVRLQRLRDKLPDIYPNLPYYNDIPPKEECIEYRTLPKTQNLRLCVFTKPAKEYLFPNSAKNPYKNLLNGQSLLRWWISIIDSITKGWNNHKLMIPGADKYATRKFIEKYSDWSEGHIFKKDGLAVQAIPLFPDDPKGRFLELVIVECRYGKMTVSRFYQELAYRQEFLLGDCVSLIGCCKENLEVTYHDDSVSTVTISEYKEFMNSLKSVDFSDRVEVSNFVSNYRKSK
MITF act: activators of MITF-driven TRPM1 promoter activity in SK-MEL-5 cells. SK-MEL-5 TRPM1-promoter luciferase, 24 h; % of positive control, neutral wells = 0. AID 588334. activation, % at 12.5 µM. 0.75% of 300,000 active;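 active = mean activation of at least 80% with every replicate also reaching 80%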;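 note: 0% = neutral control wells and 100% = parthenolide positive control wells; values of inactives mirror those of a sister screen read the other way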
NSD2 HMT inh: blocks human histone methyltransferase NSD2. O96028. NSD2 peptide methylation, AlphaScreen, 120 min. inhibition, % at 12.5 µM. 0.54% of 310,000 active. AID 743445; in the data active = inhibition above about 50%
SR-BI uptake up: SR-BI HDL lipid transfer activation; 0.096% of 320,000 active; CHO ldlA[mSR-BI] cells, DiI-HDL uptake fluorescence, 3 h; 100 = double the neutral-control signal; activation, % at 12.5 µM;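 active = mean replicate activation of at least 60% and every replicate at or above 60%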;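 note: 0% = median plate neutral-control signal and 100% = twice that signal; values of inactives mirror those of a sister screen read the other way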
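Material: SR-BI-overexpressing, LDLR-lacking CHO cells; schedule: compound exposure 3 h, 37 °C; reagent: DiI-labelled HDL at 10 µg/mL final; technique: bottom-read fluorescence, 550/595 nm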
CAL PDZ FP-2: blocks peptide binding to human CAL PDZ domain; Q9HD26; purified CAL PDZ, TMR-peptide fluorescence polarization, 1 h; inhibition, % at 20 µM; 0.02% of 330,000 active; AID 504414;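 active = highest replicate inhibition of at least 40%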;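 note: plate controls were DMSO neutral control wells for no effect and unlabeled competitor peptide control wells for full effect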
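Read-out basis: mP drop reported as inhibition | Assay system: Tagged CAL PDZ protein CerCALP, purified | Benchmarks: Unlabelled peptide for full inhibition, DMSO wells as neutral | Schedule: 1 h incubation at room temperature before polarization reading | Buffer or medium: Sodium phosphate/NaCl buffer pH 7.4 with TCEP, IgG, Thesit | Doses: Single point, 20 µM | Measured by: Fluorescence polarization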
Numbers without * were called inactive; · = no result given.

SMILES	PvdQ inh	PfHsp90 yeast 2	CAL PDZ FP-1	SR-BI HDL uptake	dFosB activator	Rtt109 HAT inh	MITF act	NSD2 HMT inh	SR-BI uptake up	CAL PDZ FP-2
COc1cccc(NC(=O)CN(C)C(=O)CNC(=O)c2ccccc2F)c1	-11	1	-3	-11	-3	6	-4	-1	11	1.0
COc1ccc2c(c1OC)C(=O)N1N=C(c3ccc(-c4ccccc4)cc3)CC21 (configuration not stated)	-2	0	2	46	-6	-3	0	0	-46	-6.6
CCOC(=O)C1CCCN(C(=O)c2cc(COc3ccc(C)nc3)on2)C1 (configuration not stated)	-5	-11	-4	-15	3	-10	3	-5	15	-1.7
O=C(CCS(=O)(=O)c1cccc2nonc12)N1CC(=O)N(CCc2ccccc2)C(=O)C1	-12	25	-1	30	-9	-11	4	-3	-30	-2.6
COc1ccc(CCNC(=O)c2ccc(CNc3c(N4CCOCC4)c(=O)c3=O)cc2)cc1OC	-8	29	-2	5	-4	0	0	2	-5	0.7
O=C(CSc1nc2ccccc2c(=O)n1CC1CCCO1)NCc1ccccc1 (configuration not stated)	-3	43	-5	-15	-14	-3	-7	-2	15	0.5
CCC(C)OC(=O)C(C)Oc1ccc(-c2ccccc2)cc1 (configuration not stated)	-12	11	-3	-32	5	-7	4	-2	32	-1.6
O=C(CSc1nc2ccccc2n1S(=O)(=O)c1cccc([N+](=O)[O-])c1)NCc1cccs1	-8	7	-2	-10	0	1	22	-2	10	-0.6
CCOC(=O)c1c(C)n(CC(COC(C)=O)OC(C)=O)c2ccc(OC(C)=O)cc12 (configuration not stated)	1	·	-22	36	-7	-1	-9	·	-36	-2.4
O=C(NCc1ccccn1)c1cc(Cl)ccc1OCc1ccccc1	1	9	-4	44	-11	-3	3	-2	·	-3.1
COC(=O)c1cc(CSc2nnc(-c3ccccc3)c(-c3ccccc3)n2)oc1C	-6	-5	-8	58	-3	3	-8	3	-58	-1.4
Cc1cc(C)c(S(C)(=O)=O)c(Oc2cccc(C(F)(F)F)c2)n1	0	-4	3	8	-13	·	1	-4	-8	-0.2
CCOC(=O)N1CCN(C(=O)CCN2C(=O)c3ccccc3S2(=O)=O)CC1	0	·	-1	7	8	23	-6	-5	-7	-2.5
CCOc1ccc(NC(=O)CN(C)C(=O)C2CCCC2)cc1OCC	-9	6	·	2	-2	-2	-7	-3	-2	0.6
COc1ccc(Cl)cc1C(=O)N(Cc1nc(-c2cccc(C)c2)no1)C(C)C	4	-7	·	·	5	19	-12	·	·	-0.8
Cc1c(C(=O)OC(C)C(C)C[N+](C)(C)C)oc2ccccc12 (configuration not stated)	-5	-27	-3	-1	-2	-1	-14	-3	1	0.0
O=C(COC(=O)c1ccccc1Nc1cccc(C(F)(F)F)c1)NCc1ccco1	-3	-6	-2	37	-2	0	-20	4	-37	-3.0
O=C(COc1ccccc1Cl)N1CCc2ccccc2C1	-18	-16	-3	-9	8	2	·	9	9	0.8
COc1ccc(C(C(=O)NC2CCCCC2)N(C(=O)CCl)c2ccccc2Cl)cc1 (configuration not stated)	5	-8	·	-88	-4	5	-17	-1	88*	-0.5
COCCNC(=S)N(CCCN(C)C)Cc1cc2cc3c(cc2[nH]c1=O)OCCO3	-13	-25	-5	2	6	11	3	4	-2	0.2
Cc1cccc(NC(=O)CNC(=O)c2ccco2)n1	1	·	-2	8	0	-4	0	-2	-8	-1.3
COC(=O)CCC[C@H]1CC2(C[C@H](CCCO[Si](C)(C)C(C)(C)C)N1C(=O)OC(C)(C)C)OCCO2	28	7	-3	-19	-3	-1	-8	·	19	1.7
O=P(CCNCc1ccco1)(c1ccccc1)c1ccccc1	-16	·	-2	-5	-3	-12	-7	1	5	0.8
COc1ccccc1C(OC(=O)c1cccs1)C(=O)NCc1ccco1 (configuration not stated)	-8	-28	-6	19	-7	2	-8	·	-19	-3.8
c1ccc2nc3c(cc2c1)CCCCCC3	-11	-28	1	19	-4	2	12	12	-19	-0.8

Remaining list, next part
SMILES	PvdQ inh	PfHsp90 yeast 2	CAL PDZ FP-1	SR-BI HDL uptake	dFosB activator	Rtt109 HAT inh	MITF act	NSD2 HMT inh	SR-BI uptake up	CAL PDZ FP-2
N#C/C(=C\c1ccc[nH]1)C(=O)NC1CC1	-11	-31	-1	12	2	22	5	3	-12	-0.5
COc1ccc(C(=O)NCC(=O)OCc2ccc(F)cc2)cc1	7	1	-3	-2	9	-2	5	1	2	-0.7
O=C(c1cc(-c2cccc(O)c2)on1)N1CCCCC1	2	13	·	7	-3	8	53	·	-7	-0.2
COc1cc(C(=O)N/N=C/c2ccc(OC(=O)c3cccc(C)c3)cc2)ccc1O	-3	13	3	40	5	0	8	0	-40	-3.2
Cc1ccccc1NC(=O)NCc1ccc2c(c1)OCO2	-1	-2	-2	-12	1	·	-4	-2	12	-4.4
O=C(CCN1C(=O)/C(=C\c2ccccc2Cl)SC1=S)N1CCN(c2ccccc2)CC1	1	·	-12	-14	-6	-1	2	2	14	-0.7
COc1ccc(NC(=O)CCCCC(=O)Nc2ccc(OC)cc2)cc1	8	-6	·	-18	13	0	-12	-4	18	-1.8
CCOc1ccc(N(CC(=O)Nc2cccc(F)c2)S(=O)(=O)c2c(C)noc2C)cc1	-17	-19	3	25	-13	-19	-9	·	-25	0.6
Cc1cccc(OCc2nnc(SCC(=O)Nc3ccc(N4CCOCC4)cc3)o2)c1	6	4	-4	7	-6	-7	-3	-5	-7	-3.4
CN(C)CCCN(C(=O)c1ccc(S(=O)(=O)N2CCCCCC2)cc1)c1nc2c(F)cc(F)cc2s1	-15	·	-1	23	4	15	7	2	-23	-3.0
OCC1OC(n2cnc3c(NC4CCCCC4)ncnc32)C(O)C1O (configuration not stated)	3	10	-2	-20	-6	2	15	·	20	0.0
Cc1c(Cl)c(-c2n[nH]c(=S)n2Cc2ccco2)nn1C	10	-4	1	-16	1	7	0	-1	16	0.2
COc1cc(CN2CCC(n3nccc3NC(=O)c3ccccc3OC)CC2)ccc1F	-2	4	2	-7	-17	3	13	6	7	-3.1
CN1CCN(C/C(=C2/N=C(c3ccccc3)OC2=O)N(C)C)CC1	-17	-4	·	-12	11	14	7	9	12	-0.5
CCOc1ccccc1NC(=O)C(OC(=O)C1CC1)c1ccccc1 (configuration not stated)	8	3	-2	18	-10	-3	-5	-5	-18	-2.4
COc1cc(/C=N/NC(=O)Cc2csc(C)n2)ccc1OCC(C)C	-6	-13	-6	82*	-3	5	5	-1	-82	0.4
CC(C)CNC(=O)CN(c1ccccc1)S(=O)(=O)c1ccccc1[N+](=O)[O-]	-6	-9	-1	-14	-2	-2	-7	-2	14	-1.9
CC1CN(CCOCCOc2ccccc2-c2ccccc2)CC(C)O1 (configuration not stated)	-5	20	·	7	2	0	-4	0	-7	0.2
COc1ccc(N2CCN(C(=O)C3CCN(C(=O)c4ccccc4Cl)CC3)CC2)cc1	-15	33	-5	·	-10	-5	-1	6	·	0.5
Cc1nc(N)nc(Nc2ccc(C#N)cc2)c1Br	-13	-22	21	·	1	-2	-9	45	·	-1.5
Cc1nc(N2CCN(Cc3ccc4c(c3)OCO4)CC2)c2oc3ccccc3c2n1	-17	-15	-3	6	-19	-14	-14	2	-6	-4.8
COC(=O)c1cn(CC(=O)Nc2ccccc2C)c2ccccc12	-10	-22	-1	31	14	-8	-6	-2	-31	·
c1cncc(-c2nc(NCCCN3CCOCC3)c3c4c(sc3n2)CCC4)c1	6	5	-4	-2	-8	19	19	-17	2	-2.2
CNc1ccccc1C(C)(C)c1ccn[nH]1	-4	18	-3	-3	-4	-1	-3	·	3	-0.4
CCCn1c(Nc2ccc(Cl)cc2)nc2ccccc21	2	2	1	49	0	5	·	0	-49	-0.8

Additional structures.
SMILES	PvdQ inh	PfHsp90 yeast 2	CAL PDZ FP-1	SR-BI HDL uptake	dFosB activator	Rtt109 HAT inh	MITF act	NSD2 HMT inh	SR-BI uptake up	CAL PDZ FP-2
Cc1ccc(/C=C2\SC(=S)N(/N=C/c3cc([N+](=O)[O-])ccc3O)C2=O)o1	-3	-17	-4	3	-15	3	9	·	-3	-0.7
N#Cc1c(NC(=O)CSc2nc(-c3ccco3)cc(C(F)(F)F)n2)sc2c1CCCC2	-7	-21	0	-5	-11	-7	-6	-1	5	-0.7
Cc1oc2c(O)c(O)ccc2c(=O)c1-c1cnn(-c2ccccc2)c1	-16	·	-4	-3	6	·	·	32	3	-2.7
CCN1CCN(Cc2c(C(=O)N/N=C(\C)c3ccc(Cl)cc3)nnn2-c2nonc2N)CC1	-14	10	-6	-7	-2	9	10	10	7	-0.6
COCCNC(=O)c1ccc(N2CC3CC(C2)c2cccc(=O)n2C3)c(NC(=O)c2ccc(Br)o2)c1 (configuration not stated)	3	-5	4	-28	-2	-10	0	0	28	0.7
C=CCSc1nc(-c2ccccc2)c2cc(Cl)ccc2n1	-25	·	-2	12	-8	-4	-11	-4	-12	-3.4
CC1CN(c2ccccc2)CCN1Cc1nc(Cc2ccccc2)no1 (configuration not stated)	-7	-4	4	-12	6	1	9	-3	12	-0.1
O=C(/C=C/c1ccncc1)c1ccc(NC(=O)c2ccccc2F)cc1	-10	26	-5	32	5	2	-12	·	-32	-1.1
Cc1cc(C)n2c(SCC(C)C)nnc2n1	-12	15	1	-16	-3	-7	18	-3	16	-0.6
Cc1ccc(N2C(=S)SC3CS(=O)(=O)CC32)cc1 (configuration not stated)	-5	-13	-2	-2	-5	8	14	-7	2	-0.1
Cc1cc(NS(=O)(=O)c2ccc(NC(=O)c3ccc([N+](=O)[O-])c(Cl)c3)cc2)no1	8	8	0	-18	-7	33	-3	14	18	-1.7
O=C(CCCC(=O)NC1CCCCC1)Nc1ccc([N+](=O)[O-])cc1	9	-3	0	-22	3	5	·	1	22	0.1
CCCN(C(=O)CSc1nc2ccccc2n1CC)C1CCS(=O)(=O)C1 (configuration not stated)	1	1	·	5	1	0	2	0	-5	-0.8
COc1cc(Cn2nnc3ccccc32)cc(Br)c1O	-6	11	-2	-35	1	-6	-14	0	35	·
c1c2c(cc3sc(N4CCCCC4)nc13)OCCO2	11	49	2	-27	-12	·	-41	8	27	-3.0
Cc1onc(-c2c(F)cccc2Cl)c1C(=O)N1C=CC(C(F)(F)Cl)=NCC1	-10	15	-2	-15	1	-2	·	-1	15	0.2

2 entries from above, reformatted.
Results follow in this order: PvdQ inh | PfHsp90 yeast 2 | CAL PDZ FP-1 | SR-BI HDL uptake | dFosB activator | Rtt109 HAT inh | MITF act | NSD2 HMT inh | SR-BI uptake up | CAL PDZ FP-2
- CC1CN(c2ccccc2)CCN1Cc1nc(Cc2ccccc2)no1 (configuration not stated)
→ -7 | -4 | 4 | -12 | 6 | 1 | 9 | -3 | 12 | -0.1
- O=C(/C=C/c1ccncc1)c1ccc(NC(=O)c2ccccc2F)cc1
→ -10 | 26 | -5 | 32 | 5 | 2 | -12 | · | -32 | -1.1

Just SR-BI uptake up and dFosB activator, for some of the entries so far:
SMILES	SR-BI uptake up	dFosB activator
O=C(/C=C/c1ccncc1)c1ccc(NC(=O)c2ccccc2F)cc1	-32	5
Cc1cc(C)n2c(SCC(C)C)nnc2n1	16	-3
Cc1ccc(N2C(=S)SC3CS(=O)(=O)CC32)cc1 (configuration not stated)	2	-5

Not a hit list; any-hit rate near 4.3%.
